TAG inh = triacylglycerol accumulation inhibition. 230,000 compounds, 0.66% hits. H9c2 cells, Nile Red lipid (TAG) fluorescence; cells loaded with 200 µM oleic acid. inhibition, % at 12.5 µM;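 active = pattern-corrected inhibition of lipid staining of at least 50% with the nuclear-stain viability signal not falling by more than 50%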;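 note: 0% = DMSO wells and 100% = triacsin C control wells; some results filed as inactive read as strong as hits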
TAG inh DAPI viability = also measured in TAG inh; calls as there; DAPI nuclei signal change (viability), lower = more cytotoxic, %;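 whole-well DAPI fluorescence read on a plate reader as a viability signal; minus 50 percent equals half of cells still viable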
The depositor's hits bear a star.

The line under a structure holds: TAG inh	TAG inh DAPI viability
Cn1ncc(Cl)c1C(=O)N1CCCc2ccccc21
 : 9	-3
S=C(N=Nc1ccccc1)NNc1ccccc1
 : 39	1
COc1ccc(NC(=O)c2cc3ccccc3o2)cc1S(=O)(=O)N1CCCCC1
 : -22	-5
O=C(O)CCCn1c(=S)[nH]c2c(sc3ccc([N+](=O)[O-])cc32)c1=O
 : 0	0
Cc1cccc(N(Cc2ccccc2)C(=O)c2cccc(S(=O)(=O)N3CC(C)OC(C)C3)c2)c1 (configuration not stated)
 : -2	-6
COc1ccc(NC(=S)NC(NC(=O)C(C)C)C(Cl)(Cl)Cl)c([N+](=O)[O-])c1 (configuration not stated)
 : 7	11
CCN(CC)CCC(=O)Nc1ccc2c(c1)N(C(=O)CN(CC)CC)c1ccccc1CC2
 : 40	-14
O=C(Nc1cccnc1)c1c(O)c2cccc3c2n(c1=O)CC3
 : -9	0
Cc1cccc(OCC(=O)OCC(=O)N(CC(C)C)c2c(N)n(Cc3ccccc3)c(=O)[nH]c2=O)c1C
 : 9	-5
Cc1cc(C(=O)Nn2c(-c3ccncc3)nc3ccccc3c2=O)ccc1[N+](=O)[O-]
 : 1	-3

Exported with bars between the fields: 5 of the compounds above.
canonical_smiles | TAG inh | TAG inh DAPI viability
COc1ccc(NC(=S)NC(NC(=O)C(C)C)C(Cl)(Cl)Cl)c([N+](=O)[O-])c1 (configuration not stated) | 7 | 11
Cc1cc(C(=O)Nn2c(-c3ccncc3)nc3ccccc3c2=O)ccc1[N+](=O)[O-] | 1 | -3
CCN(CC)CCC(=O)Nc1ccc2c(c1)N(C(=O)CN(CC)CC)c1ccccc1CC2 | 40 | -14
Cc1cccc(N(Cc2ccccc2)C(=O)c2cccc(S(=O)(=O)N3CC(C)OC(C)C3)c2)c1 (configuration not stated) | -2 | -6
O=C(O)CCCn1c(=S)[nH]c2c(sc3ccc([N+](=O)[O-])cc32)c1=O | 0 | 0

(next part)
The line under a structure holds: TAG inh	TAG inh DAPI viability
Cc1ccc(-n2nnc(-c3nccs3)n2)cc1
 : 1	-3
Cn1c[n+](C)cc1/C=N/O
 : -13	-2
Oc1c(N=Nc2ccccn2)ccc2ccccc12
 : 70*	-18*
Cc1ccc(NC(=O)CSc2nc3ccccc3c3nc(CCc4c(C)n[nH]c4C)nn23)cc1F
 : 28	3
O=C(CCCn1cc([N+](=O)[O-])cn1)NCc1ccccc1
 : 0	-4
COc1cccc(-c2csc(N3CCN(C(=O)Nc4ccccc4Cl)CC3)n2)c1
 : 8	-4
N#Cc1ccc(OS(=O)(=O)c2ccc(-c3ccon3)s2)cc1
 : 12	-1
CCOC(=O)c1ccc(-n2c(CN3CCC(C(N)=O)CC3)nc3ccc([N+](=O)[O-])cc3c2=O)cc1
 : 8	-4
CCC(C)NC(=O)c1cc(Cl)ccc1OC (configuration not stated)
 : -1	-5
CCC(C)[C@H]1CNCCN1CC1(c2ccccc2)CC1 (some centres not stated)
 : -27	8
Cc1cccc(NC(=S)N2CCC(O)CC2)c1C
 : 2	-3
OC(COC(c1ccc(Cl)cc1)c1ccc(Cl)cc1)CN1CCN(c2ccccn2)CC1 (configuration not stated)
 : -41	33
O=C(COC(=O)C1CC(O)CN1S(=O)(=O)c1ccccc1[N+](=O)[O-])c1ccc[nH]1 (configuration not stated)
 : -3	6
CCC(C)(C)NC(=O)C(c1ccc(F)cc1)N(Cc1ccco1)C(=O)CCC(=O)Nc1ccccn1 (configuration not stated)
 : 29	-3
Cc1c(NC(=O)C2CCCCN2S(=O)(=O)c2ccc(Cl)cc2)c(=O)n(-c2ccccc2)n1C (configuration not stated)
 : 4	-7
O=C(/C=C/c1ccccc1)NNC1=NS(=O)(=O)c2ccccc21
 : -3	-10
COc1ccc(NC(=O)c2onc(C)c2Cl)cc1
 : -2	-1
CN(C)S(=O)(=O)c1cccc(NC(=O)COC(=O)/C=C/c2ccc3c(c2)OCO3)c1
 : -16	-16
COC(=O)c1sccc1S(=O)(=O)NCc1ccc(S(N)(=O)=O)cc1
 : 0	143
CCN(CCNS(=O)(=O)c1ccc2[nH]c(=O)sc2c1)c1ccccc1
 : 6	0

Some of these compounds in order of molar mass, falling.
The line under a structure holds: TAG inh	TAG inh DAPI viability
Cc1c(NC(=O)C2CCCCN2S(=O)(=O)c2ccc(Cl)cc2)c(=O)n(-c2ccccc2)n1C (configuration not stated)
 : 4	-7
Cn1ncc(Cl)c1C(=O)N1CCCc2ccccc21
 : 9	-3
CCC(C)NC(=O)c1cc(Cl)ccc1OC (configuration not stated)
 : -1	-5

Continued.
The line under a structure holds: TAG inh	TAG inh DAPI viability
COCCNc1c(-c2cc3ccc(C)c(C)c3[nH]c2=O)nc2ccccn12
 : -3	2
CC(=O)c1ccc(NC(=O)CN2c3cccc4cccc(c34)S2(=O)=O)cc1
 : -29	0
CN(C)CCNc1ncnc2c1ncn2[C@H]1CN(Cc2ccc(Cl)cc2)C[C@@H](CO)O1
 : 2	-6
Cc1ccccc1OCC(=O)NCCN1CCCC1
 : 3	-17
COc1ccc(Cl)c(-c2cc(C(=O)Nc3ccc(F)cc3)[nH]n2)c1
 : 1	-5
O=C1NC(Cc2ccc(O)cc2)c2nc3ccc(F)cc3c(=O)n2-c2cc3ccccc3cc21 (configuration not stated)
 : 78*	-44*
COc1cccc(CC(=O)Nc2ccc(F)c(S(=O)(=O)N3CCOCC3)c2)c1
 : -32	-5
O=C(CN1CCCC1)Nc1cc(F)ccc1F
 : -21	10
Cc1ccc(S(=O)(=O)N2CCCC(C(=O)NCCC(C)C)C2)cc1 (configuration not stated)
 : -3	0
Cc1ccc(S(=O)(=O)CCc2nnc(N)s2)cc1
 : -10	-5
N#Cc1ccc(S(=O)(=O)N2CCCN(c3ccc(C(F)(F)F)cn3)CC2)cc1
 : -13	9
CCOc1cc(CNC(CC)CO)ccc1OCC(=O)Nc1cccc(C(F)(F)F)c1 (configuration not stated)
 : 22	-10
CC1=NCC(C)c2c1[nH]c1ccccc21 (configuration not stated)
 : 0	17
CC1CC(C)CN(S(=O)(=O)c2ccc(C(=O)N(c3ccccn3)C3CCCCC3)cc2)C1 (configuration not stated)
 : -14	0
COc1ccc(S(=O)(=O)N2CCCCCC2)cc1C(=O)NCc1cccs1
 : -3	-5
O=C(CCN1C(=O)C2C3C=CC(C4CC34)C2C1=O)OCC(=O)c1ccccc1 (configuration not stated)
 : 9	-7
CCN1Cc2c(cc(OC)c(OC)c2OC)-c2ccccc2S1(=O)=O
 : -9	4
Cc1cccc(OCC(O)Cn2c(-n3nc(C)cc3C)nc3c2c(=O)[nH]c(=O)n3C)c1 (configuration not stated)
 : -1	0
COc1ccc(CNC(=O)C2CCC(CNc3c(N4CCCCC4)c(=O)c3=O)CC2)cc1 (configuration not stated)
 : 1	3
O=C(O)C1CCCN(S(=O)(=O)c2ccc3c(c2)OCCO3)C1 (configuration not stated)
 : -11	0
OCCNCCSc1ccc(Cl)cc1
 : -1	6
Cc1ccc(SCC(=O)NC2CC2)cc1
 : 0	-3
COc1cccc(CNC(=O)CCC2CCCN(C(=O)c3ccc(C)nc3)C2)c1 (configuration not stated)
 : -3	0
CCCCN(CC)C(=O)Cc1cn(C)c2ccccc12
 : -9	1
N#C/C(=C\c1cccc(NC(=O)c2ccccc2Cl)c1)C(=O)NCCc1ccccc1
 : 14	-11
CCN(CC)S(=O)(=O)c1ccc(OCC(=O)NC(=O)c2ccccc2OC)c([N+](=O)[O-])c1
 : -11	1
O=C(CSc1ncccn1)NC1CCS(=O)(=O)C1 (configuration not stated)
 : 1	2
CCOC(=O)C(NC(=O)c1ccc(F)cc1)(Nc1nnc(C)s1)C(F)(F)F (configuration not stated)
 : -3	-14
Cc1ccc(C(C)C)c(OCC(=O)Nc2ccc(N3CCN(S(C)(=O)=O)CC3)cc2)c1
 : 36	2
COc1cc(/C=C/C(=O)OCC(=O)c2ccccc2)cc(OC)c1OC
 : 16	0
COC(C(=O)Nc1ccc(F)cc1)c1ccccc1 (configuration not stated)
 : -6	-4
CC(=O)Nc1ccccc1C(=O)C(=O)Nc1cccc(Br)c1
 : -5	5
COc1cccc(NC(=O)N2CCCC(C(=O)Nc3ccccc3OC)C2)c1 (configuration not stated)
 : 1	4
CC(C)c1nc2sc(C(=O)O)c(N)c2c2c1CCCC2
 : -1	6
COC(=O)c1ccc(NC(=O)CCn2c(=O)oc3ccccc32)cc1
 : 20	-9
O=C(c1ccoc1)N1CCCC(N2CCN(c3cccc(Cl)c3)CC2)C1 (configuration not stated)
 : -14	2
COc1ccc(OCCN2CCN(C3CC(=O)N(CCC(C)C)C3=O)CC2)cc1 (configuration not stated)
 : 12	-7
CC(=O)c1c(C)[nH]c(C(=O)OCC(=O)Nc2ncc(Cl)c(C)c2Cl)c1C
 : 5	-3
COc1cc(OC)cc(C(=O)NCCSc2c[nH]c3ccccc23)c1
 : -28	-11
Oc1ccc(-c2onc3ccc(Cl)cc23)cc1
 : 9	-1

Three records drawn at random from the list so far:
The line under a structure holds: TAG inh	TAG inh DAPI viability
Oc1ccc(-c2onc3ccc(Cl)cc23)cc1
 : 9	-1
O=C(c1ccoc1)N1CCCC(N2CCN(c3cccc(Cl)c3)CC2)C1 (configuration not stated)
 : -14	2
COC(=O)c1ccc(NC(=O)CCn2c(=O)oc3ccccc32)cc1
 : 20	-9

Continued:
compound: COc1cccc(COC(=O)CSCC(=O)Nc2ccc(C)cc2)c1OC
  TAG inh: 8
  TAG inh DAPI viability: -9
compound: CN1C2CCC1CC(OC(=O)C(CO)c1ccccc1)C2 (configuration not stated)
  TAG inh: 8
  TAG inh DAPI viability: -9
compound: CN(C)CCNc1cnn(-c2ccccc2)c(=O)c1Cl
  TAG inh: -10
  TAG inh DAPI viability: 0
compound: COC(=O)C1=C(N)Oc2cc(C)n(CCCn3ccnc3)c(=O)c2C1c1cccc(Cl)c1 (configuration not stated)
  TAG inh: -5
  TAG inh DAPI viability: 9
compound: COc1ccc(NC(=O)C2CCCN(S(=O)(=O)c3cccc4nonc34)C2)cc1OC (configuration not stated)
  TAG inh: -4
  TAG inh DAPI viability: -10
compound: COc1ccccc1-n1c(SCC(=O)Nc2ccc(NC(C)=O)cc2)nc2c([nH]c3ccccc32)c1=O
  TAG inh: 9
  TAG inh DAPI viability: -6
compound: CC(C)c1nc2cc(C(=O)N(C)Cc3ccc(F)cc3)ccc2o1
  TAG inh: -17
  TAG inh DAPI viability: 4
compound: COc1cccc2cc(-c3ccccc3)c(=O)oc12
  TAG inh: 2
  TAG inh DAPI viability: 1
compound: COc1cc(N=C(N)N=C(N)N)cc(OC)c1
  TAG inh: 8
  TAG inh DAPI viability: -9
compound: Cc1cc(C(=O)NC2CCCc3c2cnn3-c2ccc(C)c(C)c2)nc(C)n1 (configuration not stated)
  TAG inh: 18
  TAG inh DAPI viability: -3
compound: Cc1ccc(CSCC(=O)NCc2cccnc2)cc1
  TAG inh: -18
  TAG inh DAPI viability: 12
compound: NC(=O)CSc1nnc(-c2ccncc2)n1CCc1ccccc1
  TAG inh: 6
  TAG inh DAPI viability: 9
compound: N#Cc1c(-c2ccccc2)nc(N2CCOCC2)[nH]c1=O
  TAG inh: -19
  TAG inh DAPI viability: 0
compound: Cc1ncc(S(=O)(=O)c2ccc(Cl)cc2)c(N)n1
  TAG inh: 4
  TAG inh DAPI viability: -5
compound: CC(=O)Nc1ccc(S(=O)(=O)NCCC(=O)N2CCN(C(c3ccccc3)c3ccccc3)CC2)cc1
  TAG inh: -13
  TAG inh DAPI viability: -3

compound: O=C(/C=C/c1ccc(Cl)cc1)Nc1ccc(S(=O)(=O)Nc2ncccn2)cc1
  TAG inh: 2
  TAG inh DAPI viability: 10
compound: CC1CN(N=Cc2ccc([N+](=O)[O-])o2)C(=N)O1 (configuration not stated)
  TAG inh: 6
  TAG inh DAPI viability: -4
compound: O=C(Nc1cccc(S(=O)(=O)N2CCOCC2)c1)c1ccco1
  TAG inh: 1
  TAG inh DAPI viability: -2
compound: CCC(=O)c1c[nH]c(C(=O)NCC2CCCO2)c1 (configuration not stated)
  TAG inh: 15
  TAG inh DAPI viability: -1
compound: COc1cc(/C=C(\C#N)c2[nH]nc(N)c2C#N)cc(OC)c1O
  TAG inh: 9
  TAG inh DAPI viability: -5
compound: Cc1ccc(N(CC(=O)NC(C)(C)C)C(=O)CNC(=O)c2cccs2)c(C)c1
  TAG inh: 17
  TAG inh DAPI viability: -6
compound: Cc1ccc2nc(SCc3nc4c(cnn4-c4ccccc4)c(=O)[nH]3)[nH]c2c1
  TAG inh: -18
  TAG inh DAPI viability: 22
compound: COc1ccc(-n2c(SCC(=O)Nc3cc(C)on3)nc3c([nH]c4ccccc43)c2=O)cc1OC
  TAG inh: -4
  TAG inh DAPI viability: 5
compound: CC1(C2CC(C(F)(F)F)n3nc(C(=O)O)cc3N2)CC1 (configuration not stated)
  TAG inh: 10
  TAG inh DAPI viability: -7
compound: O=C(Nc1ccncc1)OCc1ccccc1
  TAG inh: -27
  TAG inh DAPI viability: 10
compound: N#CCN1CCN(CCC(=O)Nc2ccc(OCc3ccccc3)cc2)CC1
  TAG inh: 26
  TAG inh DAPI viability: -2
compound: CC(C)n1c(O)c(/C=C2\C=NN=C2c2ccccc2)sc1=S
  TAG inh: 11
  TAG inh DAPI viability: -9
compound: CC(C)CNc1ncnc2c1ncn2[C@H]1CN(Cc2ccco2)C[C@@H](CO)O1
  TAG inh: 9
  TAG inh DAPI viability: -3
compound: Cc1ccc(S(=O)(=O)N/N=C/c2ccc(OS(=O)(=O)c3ccc(C)c([N+](=O)[O-])c3)cc2)cc1
  TAG inh: -12
  TAG inh DAPI viability: 3
compound: CCOc1ccc(C(=O)COC(=O)C2COc3ccccc3O2)cc1 (configuration not stated)
  TAG inh: 23
  TAG inh DAPI viability: 4
compound: COc1ccc(CNC(=O)C23CN(Cc4ccccc4)CC2C(c2ccc([N+](=O)[O-])cc2)=NO3)cc1 (configuration not stated)
  TAG inh: -20
  TAG inh DAPI viability: -7

Bioassay records deposited in PubChem by Sanford-Burnham Center for Chemical Genomics.

A portion of the library; rates above refer to the full screens.
